Compound activity as filed in PubChem.
MEKK2mut PB1 HTS: signal of MEK5 binding to mutant human MEKK2 PB1 domain; bead flow cytometry, Alexa488-MEK5 binding to MEKK2 mutant; AID 1530; percent response, % at 10 µM; hit rate 0.35% among 290,000; in the data active means percent response above about 24%, passing the limit was not always enough; further: inactives centre near 1; some results filed as inactive read as strong as hits
NALP1 yeast inh: NALP1 inhibition; inhibition, % at 10 µM; S. cerevisiae NALP1/ASC/caspase-1 growth, X-gal OD620, 72 h; AID 2071; hit rate 0.61% among 280,000; in the data active means inhibition mostly above about 24%, no sharp cut-off; inactive means mostly below about 32%; further: some compounds called inactive have numbers as strong as hits
FID counter: fluorescent intercalator displacement, NS3 helicase counter-screen. DNA fluorescent intercalator displacement, fluorescence. inhibition, % at 7.9 µM. hit rate 0.17% among 290,000. AID 1845; in the data active means inhibition above about 37%;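 further: 0% = vehicle and 100% = reference compound; higher means more ethidium bromide displaced from hairpin DNA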
M18AAP inhibitor: blocks P. falciparum M18 aspartyl aminopeptidase. recombinant PfM18AAP, H-Glu-NHMec fluorogenic cleavage. inhibition, % at 7.35 µM. hit rate 1.2% among 290,000. AID 1822;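 active means inhibition above the campaign mean inhibition over all tested compounds plus 3 SD, cut at about 28% in these data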;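 further: 0% = plate median of test compound wells and 100% = 2 mM ZnCl2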
IMP-1 inhibitor: inhibitors of Pseudomonas aeruginosa IMP-1 metallo-beta-lactamase; purified IMP-1, nitrocefin hydrolysis, epi-absorbance fluorescence; inhibition, % at 5.6 µM; hit rate 0.45% among 290,000; AID 1556;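 active means inhibition above the mean plus 3 SD of all compounds in the same screening run, cut at about 4.5% in these data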;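 further: 0% = IMP-1 with DMSO and 100% = DMSO wells lacking enzyme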
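system = purified recombinant IMP-1 beta-lactamase | amount = 0.2 nM IMP-1, as dispensed | medium = HEPES buffer pH 7.1 with ZnSO4 and Brij 35 | times = 25 °C, 15 min preincubation, 25 min reaction | detection = plate fluorescence quenching by hydrolysis product, ex 480/em 530 nm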
UBC9 SUMO inh: blocks human SUMOylation mediated by UBC9. P63279. HTRF SUMOylation assay, SAE1/SAE2 + UBC9, in vitro. inhibition, % at 35 µM. hit rate 0.36% among 290,000. AID 2006; in the data active means inhibition above about 50%, passing the limit was not always enough; further: strong numbers were not always called active
Target sequence (P63279 whole entry, looked up): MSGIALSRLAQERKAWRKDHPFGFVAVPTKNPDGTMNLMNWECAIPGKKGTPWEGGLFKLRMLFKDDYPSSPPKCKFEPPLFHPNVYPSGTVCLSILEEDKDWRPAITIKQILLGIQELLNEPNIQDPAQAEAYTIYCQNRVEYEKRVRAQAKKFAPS
MEKK2wt PB1 HTS: raises or lowers MEK5 binding to wildtype human MEKK2 PB1 domain. binding response (% of control), % at 10 µM. hit rate 1.1% among 290,000. bead flow cytometry, Alexa488-MEK5 binding to MEKK2 WT; actives lie on both sides; in the data active means binding response below about 67% or above about 130%
VIM-2 inh: inhibitors of Pseudomonas aeruginosa VIM-2 metallo-beta-lactamase | purified VIM-2, nitrocefin hydrolysis, epi-absorbance fluorescence | inhibition, % at 5.6 µM | hit rate 0.89% among 290,000 | AID 1527;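 active means inhibition above the mean of all tested compounds plus 3 SD, cutoff set per screening run, cut at about 7.5% in these data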;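 further: red hydrolysis product quenches plate fluorescence so inhibitors raise well fluorescence; 0% = enzyme with DMSO and 100% = DMSO without enzyme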
HCV NS3 hel inh: HCV NS3 helicase inhibition. hit rate 0.56% among 290,000. inhibition, % at 10.9 µM. NS3 helicase DNA unwinding, Cy5 molecular beacon fluorescence. AID 1800;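 active means inhibition above the mean of all tested compounds plus 3 SD, set per campaign, cut at about 35% in these data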;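 further: 0% = DMSO wells and 100% = thioflavine S control wells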
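Measured by: Cy5 fluorescence, 0 and 60 min reads / Assay system: NS3 helicase fragment of HCV / Control set: low DMSO, high thioflavine S at 110 µM / Times: 1 h reaction at 25 °C, ATP-initiated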
Starred values were filed as active, the others as inactive; . = no result given. Outcome played no part in choosing rows; 4.7% or so of the library scored in one or more.

SMILES	MEKK2mut PB1 HTS	NALP1 yeast inh	FID counter	M18AAP inhibitor	IMP-1 inhibitor	UBC9 SUMO inh	MEKK2wt PB1 HTS	VIM-2 inh	HCV NS3 hel inh
O=C(NCc1csc(-c2cccs2)n1)c1ccccc1	-3.0	-5.6	-7.9	0.8	-1.4	10.0	97.0	-3.3	7.3
COC(=O)CC1COc2ccccc2N1C(=O)c1cccc(Cl)c1 (stereo not drawn)	-9.0	13.3	-14.1	-5.0	-0.2	-18.0	97.0	-1.6	10.0
COC(=O)c1ccccc1NC(=O)CCCn1nc([N+](=O)[O-])c(Br)c1C	1.0	17.9	-10.2	0.5	-3.1	-8.8	103.0	-1.5	-1.7
COCCNC(=O)C(c1ccc(F)cc1)N(Cc1ccco1)C(=O)CCC(=O)Nc1nccs1 (stereo not drawn)	1.0	32.3	-26.2	-7.4	-3.4	-2.3	101.0	-1.6	3.7
CCOC(=O)C1CCN(S(=O)(=O)c2ccc3c(c2)NC(=O)C(C)S3)CC1 (stereo not drawn)	6.0	13.0	-38.0	3.0	-2.2	13.7	106.0	-1.1	0.0
CCOC(=O)N1CCC(NC(=O)CSCc2nc(-c3sccc3C)oc2C)CC1	7.0	-4.0	-36.8	-9.2	-3.4	23.4	106.0	1.4	0.4
Nc1nonc1-n1nnc(C(=O)N/N=C/c2cccnc2)c1-c1cccs1	2.0	22.2	-16.0	-2.7	-2.4	16.2	105.0	-1.1	-9.4
O=C1c2ccccc2CN1CCSC(=S)N1CCOCC1	-1.0	39.9	-7.3	-0.2	-1.9	4.5	100.0	-0.4	0.6
O=C(NCCOC(=O)C1COc2ccccc2O1)C1COc2ccccc2O1 (stereo not drawn)	-2.0	5.1	-16.2	2.5	-5.8	-7.1	99.0	-2.2	-2.4
COc1cccc(C(=O)N2CCN(Cc3ccc(OC)cc3OC)CC2)c1	4.0	0.0	2.0	-4.7	-4.3	7.5	101.0	-1.9	-4.5
CCOC(=O)c1[nH]c(C)c(/C(O)=C2\C(=O)C(=O)N(CCN(C)C)C2c2ccco2)c1C (stereo not drawn)	5.0	-0.3	.	.	.	8.1	99.0	.	.
O=C(N=Nc1c(O)n(Cc2ccccc2)c2ccccc12)c1ccncc1	-14.0	19.6	-14.8	-2.4	0.1	2.4	74.0	11.0*	30.2
O=C(Cn1c(=O)oc2ccccc21)NCc1ccco1	-1.0	1.3	1.8	-15.9	-0.2	7.9	93.0	1.8	10.0
CCOc1ccc(N(C(C)C(=O)Nc2cccnc2)S(C)(=O)=O)cc1 (stereo not drawn)	-8.0	-6.7	-2.9	2.7	-1.9	-5.7	81.0	-0.3	-1.7
COc1cc(NC(=O)CS(=O)(=O)c2ccccc2)cc(OC)c1OC	-1.0	0.1	-2.8	0.2	-2.1	-1.7	106.0	-2.2	-2.5
COc1ccc2[nH]cc(CCNC(=O)Cc3c(F)cccc3Cl)c2c1	11.0	5.6	-9.9	0.7	-2.3	16.7	107.0	-1.6	2.8
Cc1cc(OCC(O)CNC(C)(C)C)ccc1Cl (stereo not drawn)	.	16.8	8.0	2.1	-0.9	-10.3	.	0.5	-7.3
O=C(c1ccc([N+](=O)[O-])c(CS(=O)(=O)c2ccc(Cl)cc2)c1)N1CCCCC1	0.0	-17.6	-11.2	6.8	-4.2	4.0	112.0	-1.7	-5.9
O=C1CCC(C(=O)N2CCSCC2)CN1Cc1ccc(Cl)cc1 (stereo not drawn)	2.0	-1.4	-13.2	2.9	-2.1	-13.2	101.0	-1.9	6.5
Cc1c(Cl)cccc1NC(=O)CCN1C(=O)C2CC=CCC2C1=O (stereo not drawn)	0.0	5.7	-11.2	-2.6	-3.1	-3.5	103.0	-4.0	-0.5
O=C(COc1cccc(-n2cnnn2)c1)N1CCOCC1	-6.0	-2.0	-3.5	6.5	-2.5	24.1	97.0	-3.0	5.4
CCOc1ccc(/C=C/C(=O)Nc2ccc(OC)cc2[N+](=O)[O-])cc1	3.0	23.8	3.0	10.8	0.2	14.8	102.0	-1.1	-3.8
O=C(O)c1ccc(C2(c3ccc(C(=O)O)cc3)OC(=O)c3ccccc32)cc1	6.0	11.2	0.0	-1.3	-1.1	16.9	107.0	-0.8	-1.8
COc1ccc(-c2nc3ccccc3s2)cc1NC(C)=O	1.0	20.9	-5.5	-7.0	-2.5	21.0	101.0	-1.1	-3.3
N#Cc1c2n(c3c(=O)n(Cc4ccc(Cl)cc4)cnc13)CCCC2	3.0	0.6	-0.7	-1.3	1.8	14.7	99.0	1.2	-4.2
C=CCOC(=O)C1=C(C)NC(SCC(=O)Nc2ccc(C)c(Cl)c2)=C(C#N)C1c1ccco1 (stereo not drawn)	10.0	15.7	-3.6	-1.5	-2.4	20.4	106.0	-2.1	5.2
Cc1cc(NC(=O)CCn2c(=O)sc3ccccc32)no1	1.0	.	-5.3	3.5	-5.1	.	98.0	-3.9	-1.5
Cn1ccc(C(=O)N2CCCc3ccccc32)n1	-4.0	-5.0	-0.9	-5.9	-2.3	29.6	110.0	-0.6	-1.6
CS(=O)Cc1cc(Sc2ccccc2)nc(-c2cccnc2)n1 (stereo not drawn)	0.0	1.4	-6.6	1.6	-3.2	0.0	110.0	-1.2	6.1
CCn1cc(/C=C(\NC(=O)c2cc(OC)c(OC)c(OC)c2)C(=O)NCCN2CCOCC2)c2ccccc21	15.0	14.8	22.5	0.5	-0.9	11.9	110.0	0.1	-5.5
Cc1cc(C)c2[nH]c(=O)c(CN(Cc3ccc4c(c3)OCO4)Cc3nnnn3C3CCCC3)cc2c1	-6.0	7.8	-14.2	5.0	-1.8	-20.9	89.0	-0.6	-13.6
O=C(NCc1ccc2c(c1)OCO2)C1COc2ccccc2O1 (stereo not drawn)	0.0	-91.2	-5.3	7.6	-1.6	-2.4	102.0	-0.3	-3.2
COc1cc(OC)cc(C(=O)NC(=S)NCc2ccco2)c1	-10.0	9.1	-1.0	-1.8	-0.3	6.7	98.0	-0.6	4.7
Cc1ccc2[nH]c3c(c2c1)CN(C(=O)CN1CCSCC1)CC3	-3.0	10.9	0.3	10.1	1.6	-5.8	98.0	2.5	-1.0
CC(CC(=O)Nc1cc([N+](=O)[O-])ccc1Cl)c1ccccc1 (stereo not drawn)	-2.0	2.2	4.6	-1.9	-1.0	8.5	101.0	-3.2	3.1
COc1ccc(S(=O)(=O)N2CCC(C(=O)N3CCCCCC3)CC2)cc1	4.0	0.1	-21.8	1.6	-3.5	-1.4	102.0	0.1	-1.2
COc1ccccc1C(=O)Nc1cc(C)on1	4.0	13.1	-0.8	-1.4	-3.7	16.2	106.0	-2.2	2.4
CCOc1cc(/C=N/NC(=O)c2ccc(NC(=O)C3CC3)cc2)ccc1O	10.0	-8.8	-20.7	8.8	-2.9	3.4	112.0	-3.3	-5.4
CCc1ccc(CN(C)C(=O)c2cc(COc3cccc(C(F)(F)F)c3)on2)nc1	0.0	-0.9	-44.5	-1.8	-3.9	-6.1	102.0	-2.9	-21.5
CS(=O)(=O)c1ccc(C(=O)Nc2ccc(N3CCOCC3)cc2)c(Cl)c1	2.0	-3.7	2.2	6.3	-1.9	16.5	100.0	-1.0	2.1

Entries shown so far containing a furan ring, fused or not (five):
SMILES	MEKK2mut PB1 HTS	NALP1 yeast inh	FID counter	M18AAP inhibitor	IMP-1 inhibitor	UBC9 SUMO inh	MEKK2wt PB1 HTS	VIM-2 inh	HCV NS3 hel inh
COCCNC(=O)C(c1ccc(F)cc1)N(Cc1ccco1)C(=O)CCC(=O)Nc1nccs1 (stereo not drawn)	1.0	32.3	-26.2	-7.4	-3.4	-2.3	101.0	-1.6	3.7
CCOC(=O)c1[nH]c(C)c(/C(O)=C2\C(=O)C(=O)N(CCN(C)C)C2c2ccco2)c1C (stereo not drawn)	5.0	-0.3	.	.	.	8.1	99.0	.	.
O=C(Cn1c(=O)oc2ccccc21)NCc1ccco1	-1.0	1.3	1.8	-15.9	-0.2	7.9	93.0	1.8	10.0
C=CCOC(=O)C1=C(C)NC(SCC(=O)Nc2ccc(C)c(Cl)c2)=C(C#N)C1c1ccco1 (stereo not drawn)	10.0	15.7	-3.6	-1.5	-2.4	20.4	106.0	-2.1	5.2
COc1cc(OC)cc(C(=O)NC(=S)NCc2ccco2)c1	-10.0	9.1	-1.0	-1.8	-0.3	6.7	98.0	-0.6	4.7

Next entries.
SMILES	MEKK2mut PB1 HTS	NALP1 yeast inh	FID counter	M18AAP inhibitor	IMP-1 inhibitor	UBC9 SUMO inh	MEKK2wt PB1 HTS	VIM-2 inh	HCV NS3 hel inh
CC1(C)CC(=O)C(C=NCC2CCCO2)=C(O)C1 (stereo not drawn)	-1.0	7.3	0.0	-6.1	-1.4	13.0	99.0	-1.8	11.2
Cc1ccc([N+](=O)[O-])cc1NC(=O)c1ccoc1C	-1.0	28.4	0.4	3.0	-3.4	5.8	103.0	-3.5	-6.8
O=C(COc1ccccc1Br)c1ccc(O)cc1O	6.0	12.8	-1.6	3.9	-0.2	-5.3	102.0	-2.8	-3.1
CC(C)(Oc1ccc(Cl)cc1)C(=O)Nc1ccc2oc(=O)ccc2c1	14.0	8.7	-39.3	1.9	-2.7	11.2	112.0	-1.7	2.7
CC(=O)/C(=C/c1ccc(N(C)C)cc1)C(=O)c1ccccc1	0.0	19.8	-2.1	1.8	-2.9	6.1	100.0	-2.7	-1.8
CCCNc1ncccc1C(N)=O	11.0	17.9	2.5	-9.6	-0.6	-0.8	113.0	1.2	-1.5
CC(C)CCSc1cc(NCCO)c([N+](=O)[O-])c2nonc12	-1.0	17.3	4.0	-13.7	-1.3	47.5	94.0	0.7	-3.7
CCOC(=O)c1ccc(CNC(=O)c2cc(COc3ccccc3SC)on2)o1	-5.0	23.5	-31.8	15.6	1.2	-17.1	87.0	-2.4	-5.0
